A3G deaminase: inhibitors of human APOBEC3G DNA deaminase; Q9HC16; recombinant A3G, ssDNA deamination FAM/TAMRA fluorescence; inhibition, % at 20 µM; actives 0.28% (n = 330,000); AID 493012;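 active = inhibition of at least 40% at 20 µM, with no more than 30% in the related APOBEC3A deaminase screen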;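 note: plate controls were DMSO wells with A3G for no effect and wells lacking A3G enzyme for full effect; some compounds called inactive have numbers as strong as hits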
Target sequence (Q9HC16 whole entry, looked up): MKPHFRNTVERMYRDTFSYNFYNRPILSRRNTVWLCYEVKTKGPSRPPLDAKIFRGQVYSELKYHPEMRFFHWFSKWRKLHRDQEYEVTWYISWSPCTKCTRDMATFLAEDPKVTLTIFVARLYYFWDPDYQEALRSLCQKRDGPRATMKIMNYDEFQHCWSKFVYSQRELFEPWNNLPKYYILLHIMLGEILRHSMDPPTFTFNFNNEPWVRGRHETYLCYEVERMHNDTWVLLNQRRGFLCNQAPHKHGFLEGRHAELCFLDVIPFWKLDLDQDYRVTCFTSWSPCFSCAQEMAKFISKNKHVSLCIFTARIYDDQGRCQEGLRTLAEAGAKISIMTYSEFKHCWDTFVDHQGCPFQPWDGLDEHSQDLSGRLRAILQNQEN
MPTP inh: inhibitors of mitochondrial permeability transition pore. isolated mouse mitochondria, Ca2+ swelling absorbance, 30 min. inhibition, % at 10 µM. actives 1.4% (n = 360,000);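 active = inhibition of 50% or more, scaled per plate between neutral and stimulator controls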;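 note: 0% = DMSO wells given calcium and 100% = 1 mM EGTA wells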
hIAP block: human IAP inhibition | P09923 | inhibition, % at 10 µM | purified IAP, CDP-Star luminescence, 30 min | actives 0.12% (n = 330,000);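 active = inhibition reaching a set limit with compound at 10 µM in the primary screen, cut at about 35% in these data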;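 note: plate controls were DMSO wells with enzyme for no effect and no-enzyme buffer wells for full effect; values of inactives mirror those of a sister screen read the other way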
ATG4B inh: ATG4B (human) cysteine protease inhibition. ATG4B cleavage of LC3-PLA2, NBD-HPC fluorescence, 1 h. inhibition, % at 8.33 µM. actives 0.51% (n = 340,000). AID 504462; in the data active = inhibition above about 40%
Target sequence (Q9Y4P1 whole entry, looked up): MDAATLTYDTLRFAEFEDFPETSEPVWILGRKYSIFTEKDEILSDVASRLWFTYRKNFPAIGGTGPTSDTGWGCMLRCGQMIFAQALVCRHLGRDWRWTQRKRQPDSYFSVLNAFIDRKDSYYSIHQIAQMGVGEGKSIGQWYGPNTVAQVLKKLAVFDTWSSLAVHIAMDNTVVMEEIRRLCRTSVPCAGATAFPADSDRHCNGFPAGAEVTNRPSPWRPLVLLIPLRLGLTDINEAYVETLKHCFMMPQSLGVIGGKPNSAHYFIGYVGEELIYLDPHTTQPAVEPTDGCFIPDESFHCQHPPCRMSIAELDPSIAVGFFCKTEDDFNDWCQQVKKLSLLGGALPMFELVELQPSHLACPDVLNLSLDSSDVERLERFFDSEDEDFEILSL
mIAP activ: increases mouse intestinal alkaline phosphatase activity; muIAP, CDP-Star luminescence, 30 min; hits give high values; 1 = vehicle-only enzyme signal, 0 = enzyme-free wells; activation factor at 10 µM; actives 0.24% (n = 330,000); AID 2805;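 active = activation factor of at least 2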; note: the source names both 10 and 20 µM as test concentration; values of inactives mirror those of a sister screen read the other way
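Assay system: mouse IAP enzyme / Compound: DMSO-dissolved test compounds / Timing: 30 min, room temperature / Measured by: luminescence from enzymatic CDP-Star hydrolysis / Control set: DMSO-only wells, enzyme-free buffer wells as negative control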
hIAP act: human IAP activation | P09923 | purified human IAP, CDP-Star luminescence, 30 min; hits give high values; 1 = vehicle-only enzyme, 0 = enzyme-free background | activation factor at 10 µM | actives 0.16% (n = 330,000) | AID 2524;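 active = activation factor of the enzyme at least 2-fold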; note: the source names both 10 and 20 µM as test concentration; values of inactives mirror those of a sister screen read the other way
APOBEC3A inh: blocks human APOBEC3A ssDNA deamination | P31941 | recombinant A3A, FAM/TAMRA ssDNA deamination fluorescence | inhibition, % at 20 µM | actives 0.41% (n = 330,000) | AID 493011;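 active = at least 40% inhibition at 20 µM here, with at most 30% in a related deaminase screen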;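 note: plate controls were A3A with DMSO for no effect and wells lacking A3A enzyme for full effect; some results filed as inactive read as strong as hits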
Target sequence (P31941 whole entry, looked up): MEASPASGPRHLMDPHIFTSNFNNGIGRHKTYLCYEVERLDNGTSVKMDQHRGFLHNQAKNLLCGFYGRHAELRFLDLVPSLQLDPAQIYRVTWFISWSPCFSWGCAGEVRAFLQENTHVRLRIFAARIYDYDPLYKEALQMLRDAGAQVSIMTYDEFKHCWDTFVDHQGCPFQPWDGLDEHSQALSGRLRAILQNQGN
mIAP inh: mouse IAP inhibition. purified mouse IAP, CDP-Star luminescence, 30 min. actives 0.2% (n = 330,000). inhibition, % at 10 µM;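 active = inhibition of at least 40% at 10 µM in the primary screen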;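 note: plate controls were DMSO with enzyme for no effect and no enzyme wells for full effect; values of inactives mirror those of a sister screen read the other way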
beta cell repl: induces beta-cell replication in MIN6 cells. proliferation, % at 10 µM. actives 0.29% (n = 330,000). MIN6 cells proliferation, ATPlite luminescence, 48 h; cells starved in 0.2% serum; 100% = growth in 10% serum;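 active = compounds whose signal lies at least 3.5 SD above the mean of all wells on their plate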;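 note: 0% = DMSO-treated cells in low-serum medium and 100% = 10% serum control; some compounds called inactive have numbers as strong as hits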
An asterisk follows results filed as active.

Preview, 4 compounds:
SMILES	A3G deaminase	MPTP inh	hIAP block	ATG4B inh	mIAP activ	hIAP act	APOBEC3A inh	mIAP inh	beta cell repl
COc1ccc(-n2c(=S)[nH]c3cc(C(=O)NCc4ccccc4)ccc3c2=O)c(OC)c1	-5	-0.3	11	9	0.98	0.89	-1	2	0
COc1ccc(NC(=O)CSc2ccc(NC(C)=O)cc2)cc1S(=O)(=O)N1CCOCC1	-3	0.5	18	1	1.1	0.82	29	-6	-1
O=C(NCCc1ccccc1)c1ccc2c(c1)N(Cc1ccccc1)C(=O)CS2=O (configuration not stated)	-7	-1.3	2	-8	0.94	0.98	1	6	-2
COc1cccc(/C=N/n2nnnc2N)c1O	-4	0.5	-14	5	0.95	1.1	-7	5	2

All compounds of this part, from the first entry:
SMILES	A3G deaminase	MPTP inh	hIAP block	ATG4B inh	mIAP activ	hIAP act	APOBEC3A inh	mIAP inh	beta cell repl
COc1ccc(-n2c(=S)[nH]c3cc(C(=O)NCc4ccccc4)ccc3c2=O)c(OC)c1	-5	-0.3	11	9	0.98	0.89	-1	2	0
COc1ccc(NC(=O)CSc2ccc(NC(C)=O)cc2)cc1S(=O)(=O)N1CCOCC1	-3	0.5	18	1	1.1	0.82	29	-6	-1
O=C(NCCc1ccccc1)c1ccc2c(c1)N(Cc1ccccc1)C(=O)CS2=O (configuration not stated)	-7	-1.3	2	-8	0.94	0.98	1	6	-2
COc1cccc(/C=N/n2nnnc2N)c1O	-4	0.5	-14	5	0.95	1.1	-7	5	2
CC(=O)Nc1nc(SCC(=O)Nc2nnc(C)s2)[nH]c(=O)c1NC(=O)c1cccs1	-4	1.6	-16	0	1	1.2	0	-4	-2
CC1(C)CC(=O)c2cc(C(=O)Nn3cnnc3)c(=O)n(-c3ccccc3)c2C1	-5	1.1	-15	-1	0.99	1.1	0	1	-3
CCOC(=O)c1cc(-c2ccccc2)nn1CCC#N	-5	-0.9	6	-6	1	0.94	-8	-4	0
COC(=O)Cn1c2ccc(Cl)cc2c2nc(C)sc21	-4	2.6	-25	-5	1	1.3	0	-5	3
COc1ccc(-c2cc(C(F)(F)F)nc(N3CCOCC3)n2)cc1OC	0	0.3	-1	-19	0.86	1	1	14	2
CCc1nnc(NS(=O)(=O)c2ccc(Nc3ccc4nonc4c3[N+](=O)[O-])cc2)s1	-4	0.3	25	-8	0.88	0.75	0	12	3
Cc1c(Cl)cnc(NC(=O)COC(=O)/C=C/c2ccco2)c1Cl	7	-1.4	-13	14	0.89	1.1	20	11	-3
COc1ccccc1CNC(=O)c1ccc(-c2ccccc2C(F)(F)F)o1	-1	-0.3	-4	24	1	1	5	-4	-6
O=Cc1cn(CC(=O)N2CCCCCC2)c2ccccc12	2	0.0	-3	-9	0.98	1	5	2	-1
CSc1ccccc1NC(=O)CN(C)Cc1ccc(Br)cc1	-5	0.9	22	26	1.1	0.78	-2	-6	0
CCC1=C(OC(=O)N(CC)CC)N2C(=O)OC(=NCCc3c[nH]c4ccccc34)[C@]2(Cc2ccccc2)[C@H]2C1=CC[C@H]1C(=O)NC(=O)[C@H]12	0	1.8	-10	-3	1.1	1.1	3	-9	-8
CSc1ccccc1C(=O)NCc1cccnc1	-4	-1.7	-8	-29	1.1	1.1	-10	-8	-3
CC(C(=O)NCc1cccs1)n1cccc1 (configuration not stated)	-6	-0.1	-8	-3	1	1.1	-4	-2	1
O=C(COC(=O)c1ccccn1)NNC(=O)c1ccc(Br)cc1	-10	-0.7	-5	5	0.75	1.1	-4	25	-1
Fc1cccc(CSc2nc3ncccc3[nH]2)c1	-2	-0.8	-16	-4	0.83	1.2	0	17	1
COc1ccc(N2CCN(CCCNC(=O)C(=O)c3c(C)n(C)c4ccccc34)CC2)cc1	2	0.7	-12	-4	1	1.1	1	-5	-3

Part of the list above in order of number of heavy atoms, low to high.
SMILES	A3G deaminase	MPTP inh	hIAP block	ATG4B inh	mIAP activ	hIAP act	APOBEC3A inh	mIAP inh	beta cell repl
O=Cc1cn(CC(=O)N2CCCCCC2)c2ccccc12	2	0.0	-3	-9	0.98	1	5	2	-1
O=C(NCCc1ccccc1)c1ccc2c(c1)N(Cc1ccccc1)C(=O)CS2=O (configuration not stated)	-7	-1.3	2	-8	0.94	0.98	1	6	-2
COc1ccc(N2CCN(CCCNC(=O)C(=O)c3c(C)n(C)c4ccccc34)CC2)cc1	2	0.7	-12	-4	1	1.1	1	-5	-3

The listing continues.
SMILES	A3G deaminase	MPTP inh	hIAP block	ATG4B inh	mIAP activ	hIAP act	APOBEC3A inh	mIAP inh	beta cell repl
Cc1nc(SCC(=O)NC(=O)NCc2ccccc2)nc(C)c1C	-3	-1.5	-3	-19	0.97	1	-2	3	-1
CCC(OC(=O)c1ccco1)C(=O)NCc1ccc(OC)cc1 (configuration not stated)	-5	-1.0	0	-6	0.97	1	-4	3	0
COc1ccccc1Nc1nc(N)nc(CSc2nccn2C)n1	-5	-1.3	-4	-1	0.99	1	-2	1	-3
COCCN1Cc2cccc(C(=O)NCc3ccccn3)c2C1=O	-6	0.1	20	-15	0.99	0.81	-4	1	1
O=C(Cc1ccccc1[N+](=O)[O-])Nc1ccccc1C(=O)N1CCCC1	-9	-0.4	9	3	1	0.91	-4	-1	-3
COc1cccc(C(=O)N/N=C/c2cn[nH]c2-c2ccc(OC)cc2OC)c1	-4	-0.7	1	-8	1.1	0.99	-4	-13	-2
CCCOc1ccc(OCCOCCNCc2ccccc2)cc1	-1	1.6	-4	-11	1	1	-2	-4	-2
CCOc1ccccc1NC(=O)CSc1ncnc2c1oc1ccccc12	-1	-0.4	15	-12	0.92	0.85	4	8	-1
CN(C)c1ccc(/C=N/NC(=O)c2cc(-c3ccc4c(c3)OCO4)n[nH]2)cc1	-5	5.3	1	-18	1.1	0.99	-3	-10	-1
COc1ccnc2c1c(=O)n(Cc1ccc(Cl)cc1Cl)c(=O)n2C	-1	-0.4	-16	7	0.87	1.2	-2	13	-1
CC1CCC(NC(=O)CN(C)S(=O)(=O)c2ccc3c(c2)CCC(=O)N3)CC1 (configuration not stated)	-7	0.9	-23	-3	1	1.2	-5	-2	5
CCOc1c(C(N)=O)cc([N+](=O)[O-])cc1[N+](=O)[O-]	-5	-0.5	-40	-1	0.87	1.4	-3	13	0
CCN(CC)C(=O)C1CCN(C(=O)c2oc3ccc(C)cc3c2C)CC1	24	0.7	-4	6	1.1	1	-1	-5	-3
Cc1ccc(NC(=O)CSC(C)C(=O)OC(C)C(=O)NC2CCCCC2C)cc1 (configuration not stated)	-6	-0.9	-4	-6	1.2	1	0	-17	-1
Cc1ccccc1NS(=O)(=O)c1cc(S(C)(=O)=O)ccc1Cl	0	0.0	-36	-8	1.1	1.4	-7	-14	-2
C=CCOC(=O)C(=O)/C=C/c1ccc2c(c1)Cc1ccccc1-2	-8	-0.7	10	5	0.96	0.9	0	4	-6
CSc1nc2ccc(NC(=O)C3CC(=O)N(Cc4ccco4)C3)cc2s1 (configuration not stated)	0	-0.7	-4	-18	1.1	1	5	-12	-2
CN(C)N1C(N)=C(C#N)C(c2ccc3c(c2)OCO3)C2=C1CC(C)(C)CC2=O (configuration not stated)	-8	-0.1	-1	-7	0.97	1	-5	2	2
CCS(=O)(=O)c1ccc2oc(SCC(=O)c3c(N)n(C4CC4)c(=O)[nH]c3=O)nc2c1	4	0.2	-25	-1	0.83	1.2	1	17	-2
COc1ccc(C(C)NC(=O)c2cccc([N+](=O)[O-])c2)cc1OC (configuration not stated)	-5	0.6	14	4	0.99	0.86	1	1	1

Given bar-delimited: part of the list above.
Molecule | A3G deaminase | MPTP inh | hIAP block | ATG4B inh | mIAP activ | hIAP act | APOBEC3A inh | mIAP inh | beta cell repl
COc1ccc(N2CCN(CCCNC(=O)C(=O)c3c(C)n(C)c4ccccc34)CC2)cc1 | 2 | 0.7 | -12 | -4 | 1 | 1.1 | 1 | -5 | -3
Cc1nc(SCC(=O)NC(=O)NCc2ccccc2)nc(C)c1C | -3 | -1.5 | -3 | -19 | 0.97 | 1 | -2 | 3 | -1
CCC(OC(=O)c1ccco1)C(=O)NCc1ccc(OC)cc1 (configuration not stated) | -5 | -1.0 | 0 | -6 | 0.97 | 1 | -4 | 3 | 0

The list goes on.
SMILES	A3G deaminase	MPTP inh	hIAP block	ATG4B inh	mIAP activ	hIAP act	APOBEC3A inh	mIAP inh	beta cell repl
O=C(Nc1cc(Cl)ccc1N1CCOCC1)C1CC1	-5	0.6	2	0	1	0.98	1	-3	6
Cc1ccccc1C(=O)N1CCC(C(=O)OCc2ccccc2Cl)CC1	-8	0.0	6	-1	1.1	0.94	-3	-13	3
CC(C)OCCCNC(=O)c1c(N)n(/N=C/c2cccs2)c2nc3ccccc3nc12	-6	1.9	12	-1	0.96	0.88	-1	4	0
COCc1cc(=O)n2[nH]c(C(F)(F)F)nc2n1	1	-6.3	-3	-1	1.1	1	4	-10	-1
CN(C(=O)c1ccc(NC(=O)C2CCCN(C(=O)OC(C)(C)C)C2)cc1)C1CC1 (configuration not stated)	-6	1.2	10	4	0.92	0.9	-5	8	-3
COc1ccc(CN2C(=S)NC(C)(C)CC2(C)O)cc1 (configuration not stated)	-3	1.4	13	15	1	0.87	2	-3	1
CCOC(=O)CSc1ncnc2c1nnn2-c1ccc(F)cc1	-6	-1.0	7	8	0.95	0.93	0	5	-2
CCN1C(=O)/C(=C/C2=Cc3ccccc3OC2C)SC1=S (configuration not stated)	-2	1.8	24	0	0.99	0.76	-2	1	-2
Cc1ccc(C(c2sc3nc(C)nn3c2O)N2CCN(C(=O)c3ccco3)CC2)cc1 (configuration not stated)	0	1.1	-10	-2	0.98	1.1	0	2	-2
O=C(NCc1ccccc1)C1CCN(S(=O)(=O)c2cccc3cccnc23)CC1	-3	-0.8	-12	-14	1	1.1	-2	-2	-1
COCCn1c(SCC(=O)NC2(C#N)CCCCC2)nc2ccccc2c1=O	-5	-0.5	0	3	1.1	1	1	-11	-1
Cc1cc(C)c(S(=O)(=O)N2CCCC(C(=O)NC3CC3)C2)c(C)c1 (configuration not stated)	-4	-0.6	-4	-3	0.95	1	-5	5	1
CCCCn1nnnc1SCC(=O)c1ccc(C)c(C)c1	-5	-0.6	16	9	0.96	0.84	-3	4	1
CC(NC(=O)COc1cccnc1[N+](=O)[O-])c1ccc(Cl)cc1 (configuration not stated)	-6	0.2	-16	2	1	1.2	-4	-2	1
Cc1ccc2nc(-c3ccccc3)c(-c3ccccc3)nc2c1	4	1.5	7	3	0.85	0.93	3	15	-1
O=C(c1ccc([N+](=O)[O-])cc1)N(Cc1ccc(Br)cc1)N1C(=O)CCCC1=O	-5	-1.0	6	0	1	0.94	0	-2	-2
CCOC(=O)c1cccnc1SCc1cc(=O)n2ccccc2n1	0	-1.2	2	-9	1	0.98	7	-4	4

An excerpt from above in order of the MPTP inh value, largest number first:
compound | A3G deaminase | MPTP inh | hIAP block | ATG4B inh | mIAP activ | hIAP act | APOBEC3A inh | mIAP inh
CCN1C(=O)/C(=C/C2=Cc3ccccc3OC2C)SC1=S (configuration not stated) | -2 | 1.8 | 24 | 0 | 0.99 | 0.76 | -2 | 1
O=C(Nc1cc(Cl)ccc1N1CCOCC1)C1CC1 | -5 | 0.6 | 2 | 0 | 1 | 0.98 | 1 | -3
CC(NC(=O)COc1cccnc1[N+](=O)[O-])c1ccc(Cl)cc1 (configuration not stated) | -6 | 0.2 | -16 | 2 | 1 | 1.2 | -4 | -2
COCCn1c(SCC(=O)NC2(C#N)CCCCC2)nc2ccccc2c1=O | -5 | -0.5 | 0 | 3 | 1.1 | 1 | 1 | -11
CCOC(=O)CSc1ncnc2c1nnn2-c1ccc(F)cc1 | -6 | -1.0 | 7 | 8 | 0.95 | 0.93 | 0 | 5
COCc1cc(=O)n2[nH]c(C(F)(F)F)nc2n1 | 1 | -6.3 | -3 | -1 | 1.1 | 1 | 4 | -10

This is a random part of the collection, and some 3.3% of all compounds hit somewhere here.
